ALDH1A1 block – blocks purified human ALDH1A1 activity; P00352; 7.3% of 220,000 active; Purified ALDH1A1, NADH fluorescence, propionaldehyde substrate; Potency, µM (series often up to 75.3 µM), for the others: at the highest dose activity, negative = inhibition, usual class: inhibitors; active means well fitted inhibition curve with a large enough effect, not every such curve was filed as active; inconclusive means small, poorly fitted or top-dose-only effect, or another doubt; inactive means no such curve, though single readings can be large or run the other way;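 further: plate controls were no enzyme wells and a reference inhibitor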
Target sequence (P00352 whole entry, looked up): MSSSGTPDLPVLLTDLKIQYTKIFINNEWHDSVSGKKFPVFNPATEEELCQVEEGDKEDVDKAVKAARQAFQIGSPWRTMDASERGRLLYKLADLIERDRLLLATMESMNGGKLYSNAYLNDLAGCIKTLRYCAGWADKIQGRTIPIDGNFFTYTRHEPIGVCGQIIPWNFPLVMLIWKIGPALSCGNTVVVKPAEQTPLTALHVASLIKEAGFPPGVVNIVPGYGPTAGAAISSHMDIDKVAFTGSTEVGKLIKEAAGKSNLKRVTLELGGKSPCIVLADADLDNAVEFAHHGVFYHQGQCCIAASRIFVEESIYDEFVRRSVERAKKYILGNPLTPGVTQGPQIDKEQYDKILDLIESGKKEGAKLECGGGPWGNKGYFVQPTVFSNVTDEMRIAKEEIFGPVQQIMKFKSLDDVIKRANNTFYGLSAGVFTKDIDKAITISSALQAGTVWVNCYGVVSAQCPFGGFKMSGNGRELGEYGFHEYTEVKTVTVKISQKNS
aGal spleen mod – inhibitors or activators of human alpha-galactosidase in spleen homogenate; 0.008% of 240,000 active; human spleen homogenate, 4MU-alpha-Gal fluorescence, 40 min; P06280; Potency, µM (doses to about 80 µM), inactives show top-dose activity change, negative = inhibition, hits mostly inhibitors; AID 2107;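 further: 0% = enzyme with vehicle and -100% = no enzyme basal signal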
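qHTS titration in buffer at pH 5.0. Alpha-galactosidase activity in spleen homogenate was measured via 4-methylumbelliferone release from 1 mM fluorogenic substrate after 40 min at 37C and a pH 10 stop. AC50 came from Hill fits of control-normalized data.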
Epigenetic derep – derepresses silenced GFP reporter in murine cells | murine LDR cells, GFP reporter derepression, 30 h | Potency, µM (titrated, usually from 53.9 µM), for the others: at the highest dose GFP activation, hits mostly activators | 0.2% of 280,000 active; further: % of control where 0% means no effect; nearly all actives have a fitted effect of over 60% in size
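Readout is the number of GFP-expressing murine LDR cells, counted by cytometry following washing. Cells were treated with compound for 30 h at 37 C; the stably integrated CMV-GFP locus is normally silent.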
Tau fluor cs – counter-screen for tau fibril formation inhibitors; tau K18 P301L Alexa594 fluorescence, heparin fibrillization; AID 1463; 0.93% of 280,000 active; Potency, µM (doses to about 57.7 µM), without a hit: at the highest dose activity change, negative = decrease; further: on the % scale 0 is the no-effect control and ±100 the full control effect; nearly all actives have a fitted effect of over 55% in size
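Human tau K18 P301L (15 uM unlabeled, 0.24 uM Alexa 594-labeled) in 100 mM sodium acetate pH 7 with 20 uM heparin, 6 hr at 37 C. ThT 30 uM added, 1 hr ambient; Alexa 594 FP and total fluorescence read at 555/632 nm.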
GAA spleen mod – inhibitors or activators of human alpha-glucosidase in spleen homogenate | P10253 | human spleen homogenate, 4-MU-alpha-glucoside fluorescence | Potency, µM (doses to about 79.9 µM), for inactives: top-dose activity change, negative = inhibition, actives largely listed as inhibitors | 0.006% of 240,000 active;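 further: 0% = enzyme with vehicle and -100% = no enzyme basal signal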
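Enzyme source: human spleen homogenate, 1 ug/well. Buffer 50 mM citric acid/K phosphate pH 5.0, 0.01% Tween-20. 4-MU-alpha-glucoside 1 mM; 37 C x 40 min; NaOH/glycine stop; fluorescence.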
GAA inh – alpha-glucosidase (human) inhibition; P10253; purified human GAA, 4-MU-alpha-glucoside fluorescence; Potency, µM (titrated, usually from 76.9 µM), inactives show at the highest dose activity change, negative = inhibition, usual class: inhibitors; 0.005% of 200,000 active; AID 1466;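 further: plate controls were uninhibited enzyme wells for no effect and no-enzyme background for full effect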
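Human alpha-glucosidase, 4 nM, pre-mixed with test compounds before 400 uM 4-methylumbelliferyl substrate; 20 min room temperature at pH 5.0. Fluorescence read after pH 10 stop; AC50 values from Hill-equation fits.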
GAA glycogen mod – alters human alpha-glucosidase cleavage of glycogen. 0.38% of 300,000 active. Potency, µM (doses to about 76.4 µM), inactives show at the top dose activity change, negative = inhibition, usual class: inhibitors. P10253. recombinant GAA, glycogen substrate, Amplex Red glucose oxidase fluorescence. AID 2100;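 further: 0% = full enzyme reaction and -100% = no-enzyme basal signal; the screen sought inhibitors and activators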
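Recombinant human enzyme (4 nM); glycogen substrate; 37 C, 40 min, pH 5.0. Readout: coupled glucose oxidase/Amplex Red fluorescence.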
NPSR antag – neuropeptide S receptor (human) antagonism, cAMP; CHO-NPSR cells, cAMP TR-FRET, antagonist mode; Potency, µM (titrated, usually from 38.3 µM), without a hit: at the highest dose activity change, negative = inhibition, actives largely listed as inhibitors; 1% of 220,000 active; AID 1461; further: on the % scale 0 is the no-effect control and ±100 the full control effect; nearly all actives have a fitted effect of over 50% in size; many of its hits are not listed in these tables
Target sequence (Q6W5P4 whole entry, looked up): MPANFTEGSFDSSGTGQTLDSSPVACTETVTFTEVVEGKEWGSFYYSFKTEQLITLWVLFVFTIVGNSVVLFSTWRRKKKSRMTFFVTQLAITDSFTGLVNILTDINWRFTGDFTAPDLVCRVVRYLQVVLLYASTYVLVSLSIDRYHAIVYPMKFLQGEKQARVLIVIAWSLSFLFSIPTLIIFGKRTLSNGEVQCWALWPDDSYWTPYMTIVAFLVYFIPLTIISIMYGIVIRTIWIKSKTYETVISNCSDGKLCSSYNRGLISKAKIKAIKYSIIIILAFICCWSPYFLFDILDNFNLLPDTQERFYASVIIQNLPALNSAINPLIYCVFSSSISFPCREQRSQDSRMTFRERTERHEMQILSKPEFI
Numbers without * were called inactive; ? = inconclusive; . = not tested or not shown; & = joins results of further samples; [ ] = dose if it differs, or a comment. Unless noted, the call rests on the fitted dose curve; in most records, active means well fitted curve in the direction sought with a large enough effect; inconclusive means small, poorly fitted or top-dose-only effect, or another doubt; inactive means no such curve, though single readings can be large; an effect the other way counts as inactive or inconclusive. Potency means the concentration at half of the fitted maximal effect. A portion of the library, so the mix of outcomes need not match the whole.

Preview:
SMILES | ALDH1A1 block | aGal spleen mod | Epigenetic derep | Tau fluor cs | GAA spleen mod | GAA inh | GAA glycogen mod | NPSR antag
CCN1CCCC1CNC(=O)c1ccc(N2CCCC2=O)cc1 (stereo unspecified) | 2% | -1% | -0.1% | 3% | -4% | -5% | 1% | 7%[46.1 µM]
O=[N+]([O-])c1cccc(/C=N/n2c(COc3ccccc3)n[nH]c2=S)c1 | ? | 3% | -2.6% | ? | 2% | 7% | ? | -17%[46.1 µM]
N#C/C(=C/c1ccc(N2CCOCC2)o1)c1nc2ccccc2[nH]1 | -6% | -1% | 16µM* | ? | -5% | -1% | -8% | ?

Results (from the top)
SMILES | ALDH1A1 block | aGal spleen mod | Epigenetic derep | Tau fluor cs | GAA spleen mod | GAA inh | GAA glycogen mod | NPSR antag
CCN1CCCC1CNC(=O)c1ccc(N2CCCC2=O)cc1 (stereo unspecified) | 2% | -1% | -0.1% | 3% | -4% | -5% | 1% | 7%[46.1 µM]
O=[N+]([O-])c1cccc(/C=N/n2c(COc3ccccc3)n[nH]c2=S)c1 | ? | 3% | -2.6% | ? | 2% | 7% | ? | -17%[46.1 µM]
N#C/C(=C/c1ccc(N2CCOCC2)o1)c1nc2ccccc2[nH]1 | -6% | -1% | 16µM* | ? | -5% | -1% | -8% | ?
O=C(CCC1CCCCC1)NCc1ccncc1 | 3% | 2% | 0.0% | 0% | 3% | 0% | -2% | -5%[46.1 µM]
Cc1cccc(Nc2cnn(C34CC5CC(CC(CC(=O)O)(C5)C3)C4)c(=O)c2Cl)c1 | ? | 2% | 2.3% | 3% | -1% | -5% | 8% | -10%[46.1 µM]
CC(C)CO/N=C1/[C@H]2O[C@@H]2[C@@H](O)[C@H]2[C@H]1CCn1c(=O)n(Cc3cc4c(cc3Cl)OCO4)c(=O)n12 | 1%[13.5 µM] | 13%[17.5 µM] | 0.0%[10.1 µM] | -5%[11.6 µM] | 2%[17.4 µM] | . | . | .
COc1cc(/C=C/C(=O)O)cc(S(=O)(=O)Nc2cc(Cl)c(Cl)cc2Cl)c1OC | 4% | 2% | 1.1% | -17% | 5% | -8% | 1% | -2%
N=C1/C(=C/c2coc3ccccc3c2=O)C(=O)N=C2SC(c3ccco3)=NN12 | . | -8% | 1.9% | -19% | 2% | . | -2% | -37%
O=C(O)CNC(=O)c1ccc(S(=O)(=O)N2CCOCC2)cc1 | 18% | 12% | -3.0% | -4% | 2% | -1% | 3% | -6%[46.1 µM]
Cc1csc(SCCn2c(N3CCOCC3)nc3c2c(=O)[nH]c(=O)n3C)n1 | 5% | -3% | -0.8% | 9% | -9% | -2% | 5% | -7%[46.1 µM]
Cc1ccc[n+](CC(=O)/C=C2\N(C)c3ccccc3C2(C)C)c1 | 2% | -7% | 0.0% | 13% | -9% | -14% | 3% | 6%
CCC(=O)Nc1ccc2c(c1)nc(CCN1CCN(C)CC1)n2C | 11% | 6% | -1.8% | 7% | 1% | 0% | -13% | 4%[46.1 µM]
NNC(=O)COc1ccc(-c2n[nH]c(C(F)(F)F)c2-c2ccc(Br)cc2)c(O)c1 | -11% | 9% | 3.1% | ? | 2% | 1% | -8% | -9%
CNc1ccccc1C(C)(C)c1cc(-c2ccc(F)cc2)no1 | 8% | 9% | 0.0% | -24% | 5% | -5% | -4% | -14%
CCOC(=O)c1[nH]ncc1CN1CCCC(C(=O)c2ccc(OC)c(OC)c2)C1 (stereo unspecified) | 0% | 3% | -0.3% | 7% | 1% | 14% | -2% | -17%
Cc1cccc(C)c1NC(=O)NN=C1CCCCC1 | . | -6% | 1.6% | 16% | 4% | . | -3% | 8%
O=C(NNC(=O)C1CC1c1ccccc1)c1cccc([N+](=O)[O-])c1 (stereo unspecified) | 4% | 2% | -1.0% | -4% | -7% | -8% | -4% | 29%
O=C(NCc1ccccc1)[C@H]1C[C@@H]1[C@H](NP(=O)(c1ccccc1)c1ccccc1)c1ccccc1 | -5%&-4% | 10%&8% | -0.1%&5.7% | 1%&-16% | 2%&3% | 6% | -13% | -2%
CN(C)c1ccc(/C=c2/sc3n(c2=O)NC2(c4ccccc4)N(C)C(=O)N(C)C2(c2ccccc2)N=3)cc1 (stereo unspecified) | 12% | 1% | ? | 1% | -4% | -1% | -1% | 5%
COc1ccc(C)cc1Nc1n[n+](C)c(-c2ccc(C(=O)O)cc2)s1 | . | 1% | -1.7% | -4% | -3% | . | -1% | -56%

A run of entries from the list above:
SMILES | ALDH1A1 block | aGal spleen mod | Epigenetic derep | Tau fluor cs | GAA spleen mod | GAA inh | GAA glycogen mod | NPSR antag
CN(C)c1ccc(/C=c2/sc3n(c2=O)NC2(c4ccccc4)N(C)C(=O)N(C)C2(c2ccccc2)N=3)cc1 (stereo unspecified) | 12% | 1% | ? | 1% | -4% | -1% | -1% | 5%
COc1ccc(C)cc1Nc1n[n+](C)c(-c2ccc(C(=O)O)cc2)s1 | . | 1% | -1.7% | -4% | -3% | . | -1% | -56%

The results go on.
SMILES | ALDH1A1 block | aGal spleen mod | Epigenetic derep | Tau fluor cs | GAA spleen mod | GAA inh | GAA glycogen mod | NPSR antag
Cc1ccccc1C(=O)NC(=S)NCC1CCCO1 (stereo unspecified) | 9% | -7% | 0.0% | -4% | -17% | 2% | -2% | 6%[46.1 µM]
O=C(NC1CCS(=O)(=O)C1)C1C2CC3CC(C2)CC1C3 (stereo unspecified) | 5% | -7% | 6.6% | 9% | -7% | -4% | 10% | 5%
COc1ccccc1C1/C(=C(/O)c2ccc(C)cc2)C(=O)C(=O)N1CC(C)O (stereo unspecified) | -3% | -8% | 0.0% | 9% | -16% | 2% | 4% | 6%[46.1 µM]
Cn1c(=O)c2c(nc(NCc3ccco3)n2CC(O)COc2ccccc2)n(C)c1=O (stereo unspecified) | 6% | 0% | -0.9% | -19% | -2% | 0% | 1% | -12%[46.1 µM]
CN(C)C(C)(C)C#CCC(c1ccccc1)c1ccccc1 | 1% | -4% | 1.3% | 2% | -3% | -13% | 2% | -6%[46.1 µM]
CCOC(=O)c1cc(C)nn1-c1nc(Cl)cc(OC)n1 | -5% | 2% | -1.1% | 4% | -3% | -2% | 1% | 7%
CCOC(=O)Cc1nnc(NC(=O)CSc2ncc(-c3ccccc3)nn2)s1 | 9% | -4% | 0.2% | -2% | 1% | 5% | -24% | -13%
O=c1[nH]c(CN(CCc2ccccc2)S(=O)(=O)c2ccc(Cl)cc2)nc2ccccc12 | ? | 0% | -0.9% | -14% | 1% | -3% | -6% | -11%
C#C[C@]1(OC(C)=O)CC[C@H]2[C@@H]3CCC4=CC(=O)CC[C@@H]4[C@H]3CC[C@@]21C | 6% | 1% | -1.6% | -12% | -2% | . | . | .
O=C1CCCC/C1=C/Nc1ccc(C(=O)O)cc1 | ? | 4% | 6.8% | -2% | -1% | -2% | 3% | 0%[46.1 µM]
Cc1nc(NC(=O)CCC(=O)O)sc1C(=O)N(C)C | 6% | 6% | -1.1% | -6% | 5% | 0% | 4% | -3%[46.1 µM]
CC(OC(=O)c1cccnc1Cl)C(=O)Nc1ccc(S(N)(=O)=O)cc1 (stereo unspecified) | 17% | -5% | -0.2% | -18% | -1% | 0% | 6% | 2%
COc1cc(C2NC(=O)NC(O)(C(F)(F)F)C2C(=O)c2ccc(Cl)cc2)ccc1O (stereo unspecified) | ? | -2% | 0.0% | -7% | -8% | 2% | -8% | -9%[46.1 µM]
O=C1c2cccc3cc([N+](=O)[O-])cc(c23)C(=O)N1CCN1CCCC1 | . | -3% | 6.7% | ? | -2% | . | 8% | -15%
CCC1C(C#N)=C(SC)NC2=C1C(=O)CC(C)(C)C2 (stereo unspecified) | ? | 1% | -2.5% | 4% | -6% | -3% | -3% | -15%[46.1 µM]
CCC(=O)n1nc(-c2cccnc2)nc1NCc1cccs1 | -7% | 3% | -2.9% | -7% | -2% | -7% | 0% | 16%
CCc1ccc(/C=C2\Oc3c(ccc(O)c3CN3CCN(CCO)CC3)C2=O)cc1 | . | -12% | 0.1% | 0% | -8% | . | 0% | -31%
CN1CCN(S(=O)(=O)c2ccc(N)cc2)CC1 | -3% | -3% | 0.0% | 4% | 0% | -4% | -4% | 3%[46.1 µM]
COc1ccc(NC(=O)c2ccccc2NC(=O)COc2ccccc2)cc1 | -2% | -5% | 1.6% | -5% | 3% | -3% | 6% | -10%[46.1 µM]
COc1cccc(-c2nc3n(n2)C(c2cccs2)C(C(=O)Nc2cccnc2)=C(C)N3)c1 (stereo unspecified) | -10% | -5% | 2.3% | 8% | -9% | 0% | ? | -5%[46.1 µM]
CCCCCCCC(=O)N1c2ccccc2NC(=O)C1CC(=O)Nc1ccc(C(=O)O)cc1 (stereo unspecified) | . | 7% | 0.0% | -8% | 12% | . | 4% | 15%
CCCCCC(=O)N1CCN(CCN=CC2=C(O)CC(c3ccc(OC)cc3)CC2=O)CC1 (stereo unspecified) | ? | 1% | -2.0% | -3% | -5% | 10% | -2% | -17%[46.1 µM]
CCc1nc(NCc2ccc3c(c2)OCO3)c2oc3ccccc3c2n1 | 13µM* | 8% | 0.0% | -24% | -3% | 3% | -14% | -21%[46.1 µM]
C=CCNC(=O)c1onc(CSc2ccncc2)c1C(=O)NCC=C | . | 3% | -0.8% | -3% | 2% | . | 11% | 12%
N#Cc1c(SCC(N)=O)nsc1SCc1ccccc1Cl | ? | -3% | -0.1% | -16% | -6% | -11% | 2% | -14%[46.1 µM]
Cc1ccc(SCC(=O)Nc2ccc(N3CCN(C)CC3)c(F)c2)c(C)c1 | -8% | 4% | -1.3% | -16% | 3% | 2% | 11% | -17%

Fetched one by one from the entries so far:
SMILES | ALDH1A1 block | aGal spleen mod | Epigenetic derep | Tau fluor cs | GAA spleen mod | GAA inh | GAA glycogen mod | NPSR antag
CCc1nc(NCc2ccc3c(c2)OCO3)c2oc3ccccc3c2n1 | 13µM* | 8% | 0.0% | -24% | -3% | 3% | -14% | -21%[46.1 µM]
N#Cc1c(SCC(N)=O)nsc1SCc1ccccc1Cl | ? | -3% | -0.1% | -16% | -6% | -11% | 2% | -14%[46.1 µM]

Source: PubChem (National Center for Advancing Translational Sciences (NCATS))
